# From PubChem BioAssay
# HCV inh – HCV inhibition; Huh7.5.1 HCVcc-Cre infection, luciferase reporter, 44 h; Potency, µM (titrated, usually from 41.8 µM), for the others: top-dose activity change, negative = inhibition, hits mostly inhibitors; 340,000 tested, 3.4% active; AID 651820; note: potency is the fitted concentration of half-maximal effect
#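 Infectious HCV cell culture screen: compound-treated cells (1,000/well, pre-plated 4 h) are infected with HCVcc-Cre at roughly 0.5 moi and grown 44 h. Infection is quantified by luciferase signal after 15 min substrate incubation at room temperature.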
# AmpC no deterg – inhibitors of E. coli AmpC beta-lactamase without detergent; Potency, µM (series often up to 57.1 µM), for the others: at the top dose activity change, negative = inhibition, most hits filed as inhibitors; AID 485341; 330,000 tested, 0.52% active; AmpC nitrocefin hydrolysis, absorbance 480 nm, 0.0001% Triton; P00811;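 note: potency is the fitted concentration of half-maximal effect; plate controls were no compound for no effect and no enzyme for full effect; nearly all actives have a fitted effect of over 20% in size; some results filed as inactive show a strong effect at the top dose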
# Target sequence (P00811 whole entry, looked up): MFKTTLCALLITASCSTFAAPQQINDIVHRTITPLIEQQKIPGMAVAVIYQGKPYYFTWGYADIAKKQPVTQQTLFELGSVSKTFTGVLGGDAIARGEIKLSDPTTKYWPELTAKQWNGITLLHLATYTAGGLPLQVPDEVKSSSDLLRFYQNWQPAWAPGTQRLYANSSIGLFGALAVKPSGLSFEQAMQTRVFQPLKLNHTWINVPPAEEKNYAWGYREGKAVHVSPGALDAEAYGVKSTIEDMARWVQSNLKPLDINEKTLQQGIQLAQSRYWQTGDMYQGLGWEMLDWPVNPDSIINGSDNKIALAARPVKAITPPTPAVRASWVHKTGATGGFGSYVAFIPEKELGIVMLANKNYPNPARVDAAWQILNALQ
#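 AmpC (5.3 nM in the dispensed reagent) in 20 mM phosphate pH 7.0 with 0.01% (detergent screen) or 0.0001% Triton X-100 was preincubated with compounds for 15 min at room temperature. Nitrocefin was then added from an 800 uM solution, and hydrolysis was followed at 480 nm.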
# AmpC inh detg – inhibitors of E. coli AmpC beta-lactamase with detergent. AmpC hydrolysis of nitrocefin, absorbance 480 nm, 0.01% Triton. Potency, µM (doses to about 114 µM), for the others: at the highest dose activity change, negative = inhibition, hits mostly inhibitors. 370,000 tested, 0.041% active. AID 485294;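 note: potency is the fitted concentration of half-maximal effect; 0% = no-compound wells and -100% = no-enzyme wells; nearly all actives have a fitted effect of over 25% in size; some results filed as inactive show a strong effect at the top dose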
#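 20 mM phosphate pH 7.0 + 0.01% (detergent screen) or 0.0001% Triton X-100; 5.3 nM AmpC reagent; cpd preinc 15 min RT; nitrocefin (800 uM stock) to start; A480 q20 s × 4 min; Activity was normalised to no-enzyme and no-compound control wells.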
# LmPK inhibitor – blocks Leishmania mexicana pyruvate kinase activity; Q27686; purified LmPK, Kinase-Glo ATP luminescence, 1 h; Potency, µM (titrated, usually from 57.5 µM), for the others: at the top dose activity change, negative = inhibition, most hits filed as inhibitors; 290,000 tested, 0.37% active; note: potency is the fitted concentration of half-maximal effect
# Target sequence (Q27686 whole entry, looked up): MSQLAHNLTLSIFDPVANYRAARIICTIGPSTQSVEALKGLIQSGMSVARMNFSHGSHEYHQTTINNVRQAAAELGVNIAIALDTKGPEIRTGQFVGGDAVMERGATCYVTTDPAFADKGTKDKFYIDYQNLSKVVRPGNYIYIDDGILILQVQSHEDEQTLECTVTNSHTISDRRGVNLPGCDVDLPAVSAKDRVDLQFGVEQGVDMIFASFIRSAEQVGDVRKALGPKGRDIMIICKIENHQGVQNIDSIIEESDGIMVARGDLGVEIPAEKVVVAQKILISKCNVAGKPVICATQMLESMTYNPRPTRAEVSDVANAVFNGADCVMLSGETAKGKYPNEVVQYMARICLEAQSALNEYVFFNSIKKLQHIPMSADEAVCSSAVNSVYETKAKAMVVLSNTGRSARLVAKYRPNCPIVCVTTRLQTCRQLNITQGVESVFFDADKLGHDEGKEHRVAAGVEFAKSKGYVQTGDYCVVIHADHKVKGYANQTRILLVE
#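 In 50 mM imidazole pH 7.2 with 7 mM MgCl2, LmPK (0.1 nM) turned over PEP (0.5 mM) and ADP (0.1 mM) for 1 h at room temperature. Luciferase read-out of ATP.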
# TbPYK inhibitor – inhibitors of Trypanosoma brucei pyruvate kinase; Q57TT1; 410,000 tested, 0.12% active; TbPYK enzyme, Kinase-Glo Plus ATP luminescence, 45 min; Potency, µM (titrated, usually from 76.8 µM), for the others: at the highest dose activity, negative = inhibition, most hits filed as inhibitors; note: potency is the fitted concentration of half-maximal effect; nearly all actives have a fitted effect of over 50% in size
#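 Glycolytic pyruvate kinase of T. brucei was incubated with substrate, test compound and 130 uM ADP for 45 minutes at room temperature. Luminescent Kinase-Glo Plus signal was measured after 10 minutes.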
# HCMV inh – blocks human cytomegalovirus replication. activity change, negative = inhibition, % at 57.5 µM. 410,000 tested, 4.5% active. AID 1259415. HFF cells, HCMV-luciferase reporter, 72 h; hits give low values; in the data active = activity change below about -60%; inconclusive = no clear call, values can overlap the other calls; inactive = above about -39%
#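 Human foreskin fibroblasts infected with luciferase-reporter HCMV at MOI 1 PFU/cell, compounds at two doses. Luciferase measured 72 h post infection; normalized to buffer-only basal and Salinomycin (10uM) controls.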
# AMA1-RON2 inh – AMA1-RON2 (P. falciparum) interaction inhibition; Potency, µM (highest dose often 58.2 µM), inactives show at the top dose activity change, negative = inhibition, actives largely listed as inhibitors; AlphaScreen AMA1-biotinylated RON2 peptide binding; 360,000 tested, 0.2% active; AID 720542;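 note: potency is the fitted concentration of half-maximal effect; 0% = vehicle wells and -100% = peptide control; nearly all actives have a fitted effect of over 45% in size; some results filed as inactive show a strong effect at the top dose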
#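 AMA1 (3D7) with his tag at 25 nM final met compounds first, then biotinylated RON2 peptide at 25 nM; detection used donor plus acceptor beads, 10 µg/mL apiece, read by AlphaScreen after 30 min at room temperature.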
# * = called active by the depositor; ? = inconclusive; nt = not tested or not shown; [ ] = dose if it differs, or a comment. Unless noted, calls come from the whole dose curve; as a rule, active = well fitted curve in the direction sought with a large enough effect; inconclusive = small, poorly fitted or top-dose-only effect, or another doubt; inactive = no such curve, though single readings can be large; an effect the other way counts as inactive or inconclusive. Unless noted, % is set by controls: 0 for no effect and ±100 for the full control effect.
1) c1ccc(N2CCN(c3nccn4ccnc34)CC2)nc1
2) O=C(Nc1ccc(Cl)cc1)N1CCC(CN2CCCCCC2)CC1
3) Cc1cccc(NC(=O)C2CCN(c3nccc(C)n3)CC2)c1
4) Cc1ccc(-n2nc(C)c(C3C(C#N)=C(N)OC4=C3C(=O)CC(C)(C)C4)c2Cl)cc1 (configuration not stated)
5) COCCN1CCC(CO)C1 (configuration not stated)
6) CC(C)OC(=O)CSc1nnc(-c2ccc(Cl)cc2Cl)n1N
7) CCOC(=O)N1CCN(CCC(=O)Nc2cc(OC)cc(OC)c2)CC1
8) NC(=O)c1nsc(C(=O)N(c2cccc(F)c2)C(C(=O)NCC2CCCO2)c2cccs2)c1N (configuration not stated)
9) COc1ccc(N2CCN(CC(=O)c3ccc(O)c(C)c3O)CC2)cc1
10) CC[n+]1c(C)cc2c(sc3ccccc32)c1C
assay / compound | 1 | 2 | 3 | 4 | 5 | 6 | 7 | 8 | 9 | 10
HCV inh | nt | nt | ? | nt | 28% | -14% | 15% | -28% | -1% | ?
AmpC no deterg | nt | nt | 9% | -7% | nt | -15% | -2% | 104%[activator] | -5% | -8%
AmpC inh detg | nt | 6% | -5% | -16% | nt | 2% | -2% | 6% | -9% | -13%
LmPK inhibitor | nt | nt | 0% | 10% | nt | -3% | -1% | 11% | 5% | 0%
TbPYK inhibitor | -16% | 0% | -5% | nt | -2% | 1% | -3% | -3% | -5% | -7%
HCMV inh | 191 | 14 | -12 | nt | -21 | -28 | -19 | -40 | 0 | -101*
AMA1-RON2 inh | 57%[activator] | nt | -4% | nt | 8% | 6% | 13% | -4% | -3% | -6%

11) CCCc1cc(=O)oc2cc(OCC(=O)NCC3CCC(C(=O)O)CC3)ccc12 (configuration not stated)
12) C=Cc1ccc(Cn2c(=O)n(-c3cccc(C)c3)c(=O)c3c2c2cc(C)ccc2n3C)cc1
13) CCOc1cc(/C=C(/NC(C)=O)C(=O)O)cc(Cl)c1OCc1cccc(Br)c1
14) Cc1cccc(Cl)c1NC(=S)NCCc1ccccn1
15) CN1CCN(C(=O)c2ccc3c(c2)N(Cc2ccc(C(F)(F)F)cc2)C(=O)c2ccccc2S3)CC1
16) COc1ccc(C(=O)NC(=S)Nc2cccnc2)cc1Cl
17) C/C(N)=C(/C#N)C(=O)COC(=O)Cc1coc2ccc3ccccc3c12
18) CCN(C(=O)CSc1nnc(-c2cc3occc3n2C)n1-c1ccccc1C)c1ccccc1
19) Cc1ccc2c(C)c(C(=O)N3CCC(C(N)=O)(N4CCCCC4)CC3)oc2c1C
20) COC(=O)/C(C#N)=C/c1c(Oc2cccc(C)c2C)nc2ccccn2c1=O
assay / compound | 11 | 12 | 13 | 14 | 15 | 16 | 17 | 18 | 19 | 20
HCV inh | -4% | nt | 1% | 3% | nt | 5% | -22% | nt | nt | 16%
AmpC no deterg | -7% | nt | -17% | -13% | nt | -20% | -30% | nt | nt | -18%
AmpC inh detg | 3% | ? | 4% | 8% | -1% | -13% | 4% | -10% | nt | 4%
LmPK inhibitor | 2% | nt | 2% | -5% | nt | -3% | 2% | nt | nt | 0%
TbPYK inhibitor | -1% | 3% | -19% | 4% | 1% | -6% | 0% | 6% | 2% | 3%
HCMV inh | 2 | -8 | 69 | -20 | -15 | -16 | -68* | 14 | -14 | -39
AMA1-RON2 inh | 11% | nt | -1% | 13% | nt | 42%[activator] | -8% | nt | 2% | -3%

21) COC(=O)c1cc2sccc2n1Cc1ccc(C)cc1
22) CC1(C)CC(=O)C(C=NCCN2CCOCC2)=C(O)C1
23) CCOC(CCNC(=O)c1cc(-c2cccs2)nc2ccccc12)OCC
24) COc1cccc(Cc2nc3ccccc3nc2SCC(=O)N2CCN(c3ccccc3)CC2)c1
25) CC(=O)c1c(C)[nH]c(C(=O)OCC(=O)Nc2c(C)n(C)n(-c3ccccc3)c2=O)c1C
26) COc1cc(C(=O)NCCNC(=O)c2cc(OC)c(C)c(OC)c2)cc(OC)c1C
27) CCNC(=O)COC(=O)C1CCN(S(=O)(=O)c2ccc3c(c2)OCCO3)CC1
28) CN(C)c1ccc(P(=O)(OC2CCCCC2)C(O)c2ccncc2)cc1 (configuration not stated)
29) CC1=CCC(Cc2nc3ccccc3o2)C1(C)C (configuration not stated)
30) Cc1ccc(S(=O)(=O)NCc2cc(=O)n(C)c(=O)n2C)cc1C
assay / compound | 21 | 22 | 23 | 24 | 25 | 26 | 27 | 28 | 29 | 30
HCV inh | nt | 17% | -30% | nt | ? | 4% | 12% | 18% | 16% | 17%
AmpC no deterg | -8% | -12% | 62%[activator] | nt | -9% | 14% | 1% | 2% | -4% | -20%
AmpC inh detg | -8% | 3% | 1% | -4% | -21% | -10% | ? | -4% | -8% | 10%
LmPK inhibitor | 9% | -4% | 5% | nt | nt | -7% | nt | 0% | 5% | 6%
TbPYK inhibitor | 1% | 6% | 4% | -14% | 3% | 0% | -3% | 3% | 2% | -6%
HCMV inh | -10 | -29 | 30 | 9 | -23 | -2 | 5 | -37 | -27 | -11
AMA1-RON2 inh | 10% | 16% | 5% | nt | 4% | -1% | 4% | 3% | 0% | 19%

31) COc1ccc(CN(C)CC(=O)NC(C)c2ccccc2)c(OC)c1 (configuration not stated)
32) Cc1ccsc1CNC(=O)C1(C)CCN1C(=O)C(C)C (configuration not stated)
33) COC(=O)c1cc(C#N)c(Oc2ccccc2)nc1C
34) CCCOc1ccc(N2C(=O)CC(NCCNc3ccc(S(=O)(=O)CC)cc3)C2=O)cc1 (configuration not stated)
35) CCN1CCN(c2ccc(N=Cc3ccc(O)cc3O)cc2)CC1
36) CCN(CC)CCN1C(=O)C(O)=C(C(=O)c2ccco2)C1c1ccccn1 (configuration not stated)
37) COc1cc2c(cc1OC)CN(C(=O)C1(c3ccccc3)CC1)CC2
38) O=C(Nc1ccc(F)cc1)c1ccc(CN2CCc3ccccc3C2)cc1
39) CCc1ccc2[nH]c3nc(C)cc(C)c3c(=O)c2c1
40) COCCn1c(C)cc(C(=O)COC(=O)/C=C/c2ccc(OC)cc2OC)c1C
assay / compound | 31 | 32 | 33 | 34 | 35 | 36 | 37 | 38 | 39 | 40
HCV inh | 16% | nt | 23% | 4% | 4% | 16% | -5% | 5.6µM* | 1% | ?
AmpC no deterg | 0% | nt | nt | 44% | 28% | -4% | 31% | -18% | -9% | 75%[activator]
AmpC inh detg | -7% | nt | nt | 0% | -6% | 0% | 4% | -9% | -14% | nt
LmPK inhibitor | 1% | nt | nt | 6% | 0% | 1% | -1% | -4% | -1% | nt
TbPYK inhibitor | 25% | 4% | 7% | -3% | 1% | -1% | 1% | 0% | -4% | 0%
HCMV inh | 10 | -5 | 8 | -15 | 92 | 4 | -17 | 0 | 114 | 10
AMA1-RON2 inh | -21% | 0% | 0% | 9% | ? | 31%[activator] | -3% | -3% | 18% | 1%

41) Cc1ccnc(SCCn2c(N3CCN(C)CC3)nc3c2c(=O)n(C)c(=O)n3C)n1
42) COCCNC(=O)C(c1ccc(C)cc1)N(Cc1ccco1)C(=O)CCC(=O)Nc1ccccn1 (configuration not stated)
43) O=C(CCCCl)NC1=NN(c2ccccc2)C(=O)C1
44) CCOc1ccc(NC(=O)NCc2cccn2C)cc1
45) O=C(NCCCN1CCCC1=O)Nc1ccc(Cl)cc1Cl
46) Cc1[nH]c2ccccc2c1C(c1ccccc1)c1ccc(Cl)s1 (configuration not stated)
47) C=CCn1c(=O)c2ccccc2n2nnc(C(=O)OCC)c12
48) CC1CSc2ccccc2NC1=S (configuration not stated)
49) COc1ccc(Cl)c2sc(N(CCN(C)C)C(=O)CCS(=O)(=O)c3ccc(C)cc3)nc12
50) Cc1ccc(NC(=O)COC(=O)c2ccc([N+](=O)[O-])s2)c(C)c1
assay / compound | 41 | 42 | 43 | 44 | 45 | 46 | 47 | 48 | 49 | 50
HCV inh | 3% | 21% | -7% | 6% | 17% | nt | 16% | 8% | ? | 1%
AmpC no deterg | -13% | 111%[activator] | -23% | -26% | 0% | nt | -6% | -18% | 225%[activator] | -15%
AmpC inh detg | -1% | 0% | -10% | 2% | 7% | 10% | -15% | ? | ? | ?
LmPK inhibitor | -1% | 3% | -4% | -6% | -5% | nt | -4% | -2% | nt | 2%
TbPYK inhibitor | -7% | -19% | -7% | 1% | -1% | -7% | -2% | -4% | -3% | -10%
HCMV inh | 1 | 11 | -30 | 15 | 17 | ? | -63* | -17 | 6 | -15
AMA1-RON2 inh | -8% | -10% | -8% | -9% | -10% | nt | -24% | 12% | 0% | -12%

# For reference, five of the compounds above.
46) Cc1[nH]c2ccccc2c1C(c1ccccc1)c1ccc(Cl)s1 (configuration not stated)
47) C=CCn1c(=O)c2ccccc2n2nnc(C(=O)OCC)c12
48) CC1CSc2ccccc2NC1=S (configuration not stated)
49) COc1ccc(Cl)c2sc(N(CCN(C)C)C(=O)CCS(=O)(=O)c3ccc(C)cc3)nc12
50) Cc1ccc(NC(=O)COC(=O)c2ccc([N+](=O)[O-])s2)c(C)c1
assay / compound | 46 | 47 | 48 | 49 | 50
HCV inh | nt | 16% | 8% | ? | 1%
AmpC no deterg | nt | -6% | -18% | 225%[activator] | -15%
AmpC inh detg | 10% | -15% | ? | ? | ?
LmPK inhibitor | nt | -4% | -2% | nt | 2%
TbPYK inhibitor | -7% | -2% | -4% | -3% | -10%
HCMV inh | ? | -63* | -17 | 6 | -15
AMA1-RON2 inh | nt | -24% | 12% | 0% | -12%

# Later entries:
51) O=C1c2ccccc2NC2CCCCCN12 (configuration not stated)
52) O=C(O)C1C2C=CC(O2)C1C(=O)Nc1ccc(S(=O)(=O)Nc2ccccc2)cc1 (configuration not stated)
53) CN(C)c1cccc(CNC(=O)c2ccc3sc([C@@H]4O[C@H](CO)[C@H](O)[C@H](O)[C@H]4O)nc3c2)c1
54) O=C(CCC(=O)N1CC2C[C@@H](C1)Cn1c2cccc1=O)NCCc1ccccc1F
55) CCN(CC)CCNC(=O)c1ccc(NC(=O)c2cc(S(=O)(=O)N3CCCCC3)ccc2N2CCOCC2)cc1
56) O=C(COc1ccc(Cl)cc1Cl)Nc1ccccn1
57) CCc1ccc(C)[n+](CC(=O)c2cccs2)c1
assay / compound | 51 | 52 | 53 | 54 | 55 | 56 | 57
HCV inh | -10% | -25% | nt | 6% | 29% | ? | 3%
AmpC no deterg | -9% | -29% | nt | -12% | nt | -2% | -16%
AmpC inh detg | -3% | -9% | nt | -17% | nt | 8% | -1%
LmPK inhibitor | -3% | 3% | nt | -3% | nt | 5µM* | 3%
TbPYK inhibitor | 2% | ? | 5% | 3% | -3% | ? | -11%
HCMV inh | 20 | -23 | 30 | 16 | -14 | -80* | -28
AMA1-RON2 inh | 27% | -1% | -3% | -6% | -10% | 9% | -20%
